Luc counter = counter-screen: inhibitors of Kinase-Glo firefly luciferase; Potency, µM (highest dose often 38.3 µM), for inactives: at the top dose activity change, negative = inhibition, actives largely listed as inhibitors; 200,000 tested, 0.28% active; Kinase-Glo luciferase, ATP luminescence, 8 min; Q27757; further: potency means the concentration at half of the fitted maximal effect; on the % scale 0 is the no-effect control and ±100 the full control effect; nearly all actives have a fitted effect of over 60% in size
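Compounds were added to a substrate mix at pH 7.2 (50 mM imidazole, 10 uM ATP, within the enzyme's linear range), followed by Kinase-Glo detection reagent; luminescence was measured after 8 minutes at ambient temperature.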
Epigenetic derep = derepresses silenced GFP reporter in murine cells | murine LDR cells, GFP reporter derepression, 30 h | 280,000 tested, 0.2% active | Potency, µM (series often up to 53.9 µM), inactives show top-dose GFP activation, most hits filed as activators; further: potency means the concentration at half of the fitted maximal effect; % of control where 0% means no effect; nearly all actives have a fitted effect of over 60% in size
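Murine LDR cells carrying a silenced, genomically integrated CMV-driven GFP reporter were exposed to compound for 30 hours at 37 C. After PBS washes, GFP-positive cells (20–120 um objects) were counted by laser-scanning microplate cytometry.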
IMPase Li cell = cell-permeable IMPase inhibitors with lithium potentiation; CHO-M1 cells, IP1 TR-FRET (IP-One), carbachol + lithium; Potency, µM (titrated, usually from 59.4 µM), inactives show at the top dose activity, negative = IMPase inhibition, most hits filed as inhibitors; 210,000 tested, 0.35% active; AID 1457;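 further: IP1 builds up when IMPase is blocked and the TR-FRET signal falls; potency means the concentration at half of the fitted maximal effect; plate controls were basal vehicle for no effect and high inhibitor control for full effect; nearly all actives have a fitted effect of over 50% in size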
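Concentration–response in CHO-M1 cells, lithium-potentiated; 30 min at 37C. IP1 detected by competitive TR-FRET after 10 min lysis at RT. Hill-fitted AC50.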
CBFb-RUNX1 inh = inhibitors of human CBF-beta and RUNX1 interaction. Potency, µM (series often up to 59.8 µM), for inactives: at the top dose activity, negative = inhibition, actives largely listed as inhibitors. 230,000 tested, under 10 active. AlphaScreen CBFb-His/RUNX1-biotin binding, biochemical. Q01196+Q13951; further: % of control where 0% means no effect
Target sequence (Q01196 whole entry, looked up): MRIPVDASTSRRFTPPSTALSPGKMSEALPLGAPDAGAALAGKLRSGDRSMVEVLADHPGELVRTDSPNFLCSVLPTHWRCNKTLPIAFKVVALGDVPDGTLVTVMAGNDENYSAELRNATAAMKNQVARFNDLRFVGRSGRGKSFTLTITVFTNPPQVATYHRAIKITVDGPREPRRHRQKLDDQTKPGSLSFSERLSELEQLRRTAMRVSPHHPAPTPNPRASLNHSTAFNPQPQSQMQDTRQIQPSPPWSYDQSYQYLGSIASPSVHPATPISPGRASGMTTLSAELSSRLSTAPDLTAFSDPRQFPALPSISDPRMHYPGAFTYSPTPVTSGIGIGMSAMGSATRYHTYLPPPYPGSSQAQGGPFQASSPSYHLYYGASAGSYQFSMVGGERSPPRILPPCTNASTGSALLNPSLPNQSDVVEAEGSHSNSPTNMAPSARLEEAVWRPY
Target sequence (Q13951 whole entry, looked up): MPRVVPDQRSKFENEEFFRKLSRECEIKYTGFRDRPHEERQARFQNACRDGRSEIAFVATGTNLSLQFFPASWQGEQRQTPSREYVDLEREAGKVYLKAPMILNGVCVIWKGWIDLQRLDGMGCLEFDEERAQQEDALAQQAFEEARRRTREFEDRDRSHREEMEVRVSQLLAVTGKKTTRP
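CBFb-His/RUNX1-biotin, 30 nM each, preincubated 20 min RT; compound 15 min RT; Ni + streptavidin beads 50 ng each, 90 min RT; AlphaScreen read.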
HttQ103 aggreg = reduces HttQ103-GFP aggregates in PC12 cells; PC12 HttQ103-GFP aggregates, Acumen cytometry, 40 h; Potency, µM (doses to about 46.1 µM), for the others: top-dose activity change, negative = inhibition, actives largely listed as inhibitors; 220,000 tested, 1.1% active; AID 1688; further: potency means the concentration at half of the fitted maximal effect; on the % scale 0 is the no-effect control and ±100 the full control effect; nearly all actives have a fitted effect of over 60% in size
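Quantitative HTS on tebufenozide-induced (100 nM) PC12 cells stably expressing polyQ103 Huntingtin exon 1–GFP. Reduction of bright GFP aggregates, detected by laser scanning cytometry after lysis, identified actives across the titration.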
LMNA splice mod = changes lamin A minigene splicing in HeLa cells; HeLa LMNA splicing GFP/RFP minigene ratio, 48 h; Potency, µM (top dose mostly 46.1 µM), inactives show at the highest dose ratio change, negative = inhibition, most hits filed as inhibitors; 200,000 tested, 0.01% active; active means well fitted inhibition curve with a large enough effect in the signal ratio, with a control signal flat, not every such curve was filed as active; inconclusive means small, poorly fitted or top-dose-only effect, or effect the other way, or a change in a side signal; the % refers to the signal ratio; further: potency means the concentration at half of the fitted maximal effect; on the % scale 0 is the no-effect control and ±100 the full control effect
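S3 HeLa stable clones carrying a lamin A-EGFP splicing minigene plus DsRed2 were seeded at 600 cells/well in Opti-MEM with 2% FBS, pin-dosed and incubated 48 h at 37°C. Acumen cytometry (488 nm) gave the GFP/RFP total-intensity ratio.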
NPSR antagonist = blocks cAMP signaling of the human neuropeptide S receptor; Q6W5P4; CHO-NPSR cells, cAMP TR-FRET, antagonist mode; Potency, µM (highest dose often 38.3 µM), inactives show top-dose activity change, negative = inhibition, hits mostly inhibitors; 220,000 tested, 1% active; AID 1461; further: potency means the concentration at half of the fitted maximal effect; on the % scale 0 is the no-effect control and ±100 the full control effect; nearly all actives have a fitted effect of over 50% in size; many of its hits are not listed in these tables
Target sequence (Q6W5P4 whole entry, looked up): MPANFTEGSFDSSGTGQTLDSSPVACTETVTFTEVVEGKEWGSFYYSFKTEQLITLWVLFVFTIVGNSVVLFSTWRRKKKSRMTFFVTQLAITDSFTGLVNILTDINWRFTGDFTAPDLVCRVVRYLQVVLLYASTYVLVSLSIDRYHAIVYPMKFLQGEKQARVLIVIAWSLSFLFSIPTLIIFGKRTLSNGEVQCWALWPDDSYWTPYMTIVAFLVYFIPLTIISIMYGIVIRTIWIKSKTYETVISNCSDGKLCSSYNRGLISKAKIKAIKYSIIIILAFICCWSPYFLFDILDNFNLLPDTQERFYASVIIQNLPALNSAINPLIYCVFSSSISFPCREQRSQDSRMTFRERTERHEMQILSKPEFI
Starred values were filed as active, the others as inactive; ? = inconclusive; / = not tested or not shown; [ ] = remark or other dose. Unless noted, the call rests on the fitted dose curve; in most records, active means well fitted curve in the direction sought with a large enough effect; inconclusive means small, poorly fitted or top-dose-only effect, or another doubt; inactive means no such curve, though single readings can be large; an effect the other way counts as inactive or inconclusive. These rows are one share of the data (hit frequency here may not be typical).

SMILES	Luc counter	Epigenetic derep	IMPase Li cell	CBFb-RUNX1 inh	HttQ103 aggreg	LMNA splice mod	NPSR antagonist
C=CCN=C1SC(C)(C)C(=O)N1S(=O)(=O)c1ccc(C)cc1	3.6%	-3.3%	1.2%	-1.9%	-18.3%	3.8%[9.22 µM]	-3.8%
COc1ccccc1C(=O)NNC(=O)c1ccc(NC(=O)c2ccccc2)cc1	2.7%	-5.5%	4.2%	5.3%	9.2%[9.22 µM]	?	-3.2%
CC(O)c1cccc(NC2=CC(=O)CC(C)(C)C2)c1 (configuration not stated)	0.4%	-2.1%	17.6%[38.3 µM]	9.1%	-8.4%	-2.5%	-6.0%[46.1 µM]
C=CCn1c(=NC(=O)C2COc3ccccc3O2)sc2cc(S(N)(=O)=O)ccc21 (configuration not stated)	3.3%	0.0%	-16.8%	-7.2%	-10.5%	1.4%	1.4%
COc1ccc(NC(=O)CCC(=O)OCc2ccc(C(=O)Oc3ccc(Cl)cc3)cc2)cc1	-0.8%	1.0%	5.8%[38.3 µM]	4.5%	20.7%	8.4%	-10.9%[46.1 µM]
CCCCC(=O)Nc1ccc(F)c(Cl)c1	1.7%	0.0%	2.9%[38.3 µM]	8.8%	-11.3%	-13.5%	2.8%[46.1 µM]
CCCn1nnc(NC(=O)c2ccc(Br)cc2)n1	4.1%	-2.1%	19.8%[38.3 µM]	9.0%	12.8%	8.8%	?
O=C(Nc1ccccc1)C1=C(O)CC(c2ccoc2)CC1=Nc1ccccc1 (configuration not stated)	-2.7%	0.9%	24.5%[38.3 µM]	-3.2%	-3.2%	7.2%	-4.5%[46.1 µM]
Cc1ccc(OCC(=O)Nc2sc3c(c2C#N)CCC3)cc1	-3.1%	0.0%	-3.4%[38.3 µM]	-1.9%	7.5%	6.3%	-25.5%[46.1 µM]
O=C(O)c1cc(-c2ccccc2)nc2nc(N3CCCCC3)sc12	0.3%	1.1%	-16.2%	2.2%	16.9%	7.2%[46 µM]	-50.6%
Cc1nn(-c2cccc3cccnc23)c(=O)c2ccccc12	-4.7%	2.9%	29.1%[38.3 µM]	-3.0%	7.7%	-5.1%	-1.0%[46.1 µM]
COc1cc(/C=C/c2ccc3c(Br)cc(Br)c(O)c3n2)ccc1O	/	?	/	-5.2%	7.2%[9.22 µM]	?	35.6%
Cc1nn(C2CCS(=O)(=O)C2)c(Cl)c1/C=C/C(=O)OCC(=O)N(C)C (configuration not stated)	/	-1.3%	-5.0%	20.2%	-3.2%	/	11.0%
Cc1ccc(OCC(=O)N(C)CCc2ccccn2)cc1	2.2%	1.9%	-0.3%[38.3 µM]	2.5%	21.7%	7.4%	-0.4%[46.1 µM]
COc1ccccc1C(=O)NN1C(=O)/C(=C/c2cccn2C)SC1=S	/	7.8%	/	?	25.2%[9.22 µM]	/	-12.0%
CCC(=O)N1c2ccc(S(=O)(=O)CCC(=O)N3CCN(c4ccccc4)CC3)cc2CC1C (configuration not stated)	-1.4%	-2.0%	5.0%[38.3 µM]	0.1%	-21.9%	3.1%[0.0737 µM]	-5.3%[46.1 µM]
Cc1cc(OCCNCCO)cc(C)c1Cl	0.3%	-1.3%	-2.4%[38.3 µM]	-2.5%	-3.4%	12.8%	7.9%[46.1 µM]
COc1cc2cc(C)c(SCC(=O)N3CCOCC3)nc2cc1OC	/	-5.5%	/	2.5%	-0.7%	-1.4%	-12.8%[46.1 µM]
Oc1c(C=C2N=c3ccccc3=N2)sc(=S)n1C1CCCC1	-0.6%	8.4%	2.0%	-0.8%	-2.9%	-15.3%	-3.4%
O=C(COC(=O)CN1C(=O)C2CCCCC2C1=O)NC1CCS(=O)(=O)C1 (configuration not stated)	-1.5%	0.0%	1.9%	4.5%	-10.0%	-2.9%	19.4%
CC1Cc2ccccc2N1C(=O)CSc1nnc(CNc2ccccc2)o1 (configuration not stated)	3.4%	-0.9%	-2.9%	5.3%	15.9%	-8.7%	-5.0%[46.1 µM]
Cc1cc(C(=O)COC(=O)c2ccc[nH]c2=O)c(C)n1-c1ccccc1F	/	-5.6%	/	2.6%	14.6%[9.22 µM]	/	1.3%
N/C(=N\OC(=O)c1ccco1)c1ccccn1	12.6µM*	-2.2%	0.1%	3.9%	/	/	7.1%
CCCCNC(=O)Nc1ccccc1Br	-2.5%	5.7%	-3.1%	1.0%	-3.5%	-3.4%	6.1%
CC(C)CNc1cc(=O)n(C)c(=O)n1C	3.3%	1.0%	25.8%[38.3 µM]	13.4%	13.7%	10.5%	-1.3%[46.1 µM]
CN(C(=O)Nc1ccc(Cl)cc1Cl)C1CCCC1	/	1.1%	-0.4%	9.6%	-24.0%[9.22 µM]	/	3.3%
Cc1ccc2cc(C)c3nnc(SCC(=O)N4CCCc5ccccc54)n3c2c1C	2.0%	-1.4%	17.7%[38.3 µM]	6.0%	-6.7%	-5.9%	?
COc1ccc(-c2[nH]ncc2CN(C)CCCN2CCOCC2)cc1F	12.7%	0.2%	23.2%	18.6%	-2.0%	/	-34.4%
CC(NC(=O)c1ccc(F)cc1)c1ccc2c(c1)CCCC2 (configuration not stated)	-1.4%	-1.2%	-3.5%[38.3 µM]	11.8%	?	14.3%	-13.8%[46.1 µM]
O=C(NCCNCc1cccs1)c1ccccc1F	1.5%	-1.8%	10.0%	21.5%	-2.7%	?	4.5%
Cc1ccc(C(C)NC(=O)c2ccco2)cc1C (configuration not stated)	-0.3%	-1.0%	14.4%[38.3 µM]	4.4%	-7.0%	-5.1%	8.1%[46.1 µM]
CCCCCn1c(=O)[nH]c2cc(C(=O)NCc3ccco3)ccc2c1=O	-3.3%	-0.1%	9.7%[38.3 µM]	-5.9%	-1.3%	9.4%	-12.2%[46.1 µM]
C#CCOC(=O)CCCC(=O)NCCCCCCCC	1.7%	-2.2%	?	9.6%	-12.7%	/	10.3%
COC(=O)C1(Cc2ccccc2)C=C2C(=C(c3ccccc3)C(=O)C2C)CN1 (configuration not stated)	-1.6%	4.3%	3.5%	-0.3%	/	/	/
COC(=O)c1cc(-c2cccc(OC)c2)on1	-3.9%	0.0%	-12.6%[38.3 µM]	10.1%	11.9%	0.6%	-9.0%[46.1 µM]
O=C(O)c1c(Sc2ccccc2)c2cc(Cl)ccc2n1Cc1ccc(Cl)cc1	0.3%	0.4%	2.1%	-14.0%	/	/	/
Cc1cccc(N2CC34C=CC(O3)C(C(=O)O)C4C2=O)c1 (configuration not stated)	-4.8%	0.0%	-8.5%[38.3 µM]	0.7%	6.6%	7.8%	23.7%[46.1 µM]
COc1cc(/C=N/N(C)C)ccc1OC(=O)c1ccco1	-0.4%	0.6%	4.7%	0.4%	12.7%	5.9%[46 µM]	3.3%
COc1ccc(N2CCN(S(=O)(=O)c3ccc4c(c3)OCCO4)CC2)cc1	-0.5%	1.0%	6.0%	-17.5%	-4.3%[9.22 µM]	17.8%[46 µM]	19.0%
CC(C)NC(=O)c1cc(-c2ccco2)on1	-6.8%	1.5%	-8.8%[38.3 µM]	-0.9%	-1.9%	-19.0%	-4.6%[46.1 µM]
COC(=O)c1c(NC(C)=O)sc(Cc2ccccc2)c1C	-4.0%	-0.5%	0.9%[38.3 µM]	-3.2%	16.3%	5.6%	-17.8%[46.1 µM]
Cc1cccc(OCCc2c(C)[nH]c(=S)[nH]c2=O)c1	1.7%	3.3%	6.1%	3.0%	-0.9%	21.1%[9.22 µM]	0.8%
O=C(CCCOc1ccc(Cl)cc1)N1CCOCC1	0.2%	0.0%	23.3%[38.3 µM]	2.8%	13.6%	2.8%	4.9%[46.1 µM]
Nc1nc2n(n1)C(c1ccccc1Cl)CC(c1ccc(F)cc1)N2 (configuration not stated)	-0.7%	0.8%	15.7%[38.3 µM]	-1.8%	2.8%	0.8%	-5.7%[46.1 µM]
O=S(=O)(c1ccc(Cl)s1)N1CCCc2cccc(O)c21	1.5%	2.1%	29.1%[38.3 µM]	7.9%	-24.2%	-5.7%	?
O=C(COc1cccc(F)c1)Oc1ccc(C(=O)c2ccccc2)cc1	-2.6%	2.7%	-3.1%	-14.6%	5.4%	-4.2%	-0.1%
CN(Cc1ccccc1)C(NC(=O)c1ccco1)C(Cl)(Cl)Cl (configuration not stated)	-0.1%	0.8%	6.6%	15.8%	4.5%	14.1%[46 µM]	-36.0%

Sorted by molecular weight (low to high): some entries from above.
SMILES	Luc counter	Epigenetic derep	IMPase Li cell	CBFb-RUNX1 inh	HttQ103 aggreg	LMNA splice mod	NPSR antagonist
CC(C)NC(=O)c1cc(-c2ccco2)on1	-6.8%	1.5%	-8.8%[38.3 µM]	-0.9%	-1.9%	-19.0%	-4.6%[46.1 µM]
Cc1cccc(OCCc2c(C)[nH]c(=S)[nH]c2=O)c1	1.7%	3.3%	6.1%	3.0%	-0.9%	21.1%[9.22 µM]	0.8%
O=C(NCCNCc1cccs1)c1ccccc1F	1.5%	-1.8%	10.0%	21.5%	-2.7%	?	4.5%
Cc1ccc(OCC(=O)N(C)CCc2ccccn2)cc1	2.2%	1.9%	-0.3%[38.3 µM]	2.5%	21.7%	7.4%	-0.4%[46.1 µM]
Cc1cccc(N2CC34C=CC(O3)C(C(=O)O)C4C2=O)c1 (configuration not stated)	-4.8%	0.0%	-8.5%[38.3 µM]	0.7%	6.6%	7.8%	23.7%[46.1 µM]
COC(=O)c1c(NC(C)=O)sc(Cc2ccccc2)c1C	-4.0%	-0.5%	0.9%[38.3 µM]	-3.2%	16.3%	5.6%	-17.8%[46.1 µM]
CCCn1nnc(NC(=O)c2ccc(Br)cc2)n1	4.1%	-2.1%	19.8%[38.3 µM]	9.0%	12.8%	8.8%	?
C=CCN=C1SC(C)(C)C(=O)N1S(=O)(=O)c1ccc(C)cc1	3.6%	-3.3%	1.2%	-1.9%	-18.3%	3.8%[9.22 µM]	-3.8%
Nc1nc2n(n1)C(c1ccccc1Cl)CC(c1ccc(F)cc1)N2 (configuration not stated)	-0.7%	0.8%	15.7%[38.3 µM]	-1.8%	2.8%	0.8%	-5.7%[46.1 µM]
Cc1nn(C2CCS(=O)(=O)C2)c(Cl)c1/C=C/C(=O)OCC(=O)N(C)C (configuration not stated)	/	-1.3%	-5.0%	20.2%	-3.2%	/	11.0%
COc1cc(/C=C/c2ccc3c(Br)cc(Br)c(O)c3n2)ccc1O	/	?	/	-5.2%	7.2%[9.22 µM]	?	35.6%
